# Anesthetic bind: qHTS Assay for Identification of Novel General Anesthetics; Potency, µM (series often up to 77.5 µM), inactives show top-dose activity change, negative = displacement, hits mostly inhibitors; actives 0.074% (n = 350,000); AID 485281, 2010; apoferritin/1-aminoanthracene competitive binding, fluorescence; further: potency means the concentration at half of the fitted maximal effect; on the % scale 0 is the no-effect control and ±100 the full control effect; nearly all actives have a fitted effect of over 20% in size
#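 10 uM apoferritin + 50% sat. 1-AMA, PBS; cpd 10 min RT; Ex380/Em535 endpoint; normalized to free probe vs complex; 4-param Hill fit; propofol titration as pos. ctrl.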
# BLM inh: qHTS Assay for Inhibitors of Bloom's syndrome helicase (BLM) | actives 0.2% (n = 350,000) | AID 2528, 2010 | RecQ-like DNA helicase BLM (Homo sapiens), P54132 | recombinant BLM DNA unwinding, fluorescence dequenching | Potency, µM (highest dose often 56.1 µM), without a hit: at the highest dose activity change, negative = inhibition, hits mostly inhibitors;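 further: potency means the concentration at half of the fitted maximal effect; plate controls were vehicle for no effect and no enzyme for full effect; nearly all actives have a fitted effect of over 35% in size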
# Target sequence (P54132 whole entry, looked up): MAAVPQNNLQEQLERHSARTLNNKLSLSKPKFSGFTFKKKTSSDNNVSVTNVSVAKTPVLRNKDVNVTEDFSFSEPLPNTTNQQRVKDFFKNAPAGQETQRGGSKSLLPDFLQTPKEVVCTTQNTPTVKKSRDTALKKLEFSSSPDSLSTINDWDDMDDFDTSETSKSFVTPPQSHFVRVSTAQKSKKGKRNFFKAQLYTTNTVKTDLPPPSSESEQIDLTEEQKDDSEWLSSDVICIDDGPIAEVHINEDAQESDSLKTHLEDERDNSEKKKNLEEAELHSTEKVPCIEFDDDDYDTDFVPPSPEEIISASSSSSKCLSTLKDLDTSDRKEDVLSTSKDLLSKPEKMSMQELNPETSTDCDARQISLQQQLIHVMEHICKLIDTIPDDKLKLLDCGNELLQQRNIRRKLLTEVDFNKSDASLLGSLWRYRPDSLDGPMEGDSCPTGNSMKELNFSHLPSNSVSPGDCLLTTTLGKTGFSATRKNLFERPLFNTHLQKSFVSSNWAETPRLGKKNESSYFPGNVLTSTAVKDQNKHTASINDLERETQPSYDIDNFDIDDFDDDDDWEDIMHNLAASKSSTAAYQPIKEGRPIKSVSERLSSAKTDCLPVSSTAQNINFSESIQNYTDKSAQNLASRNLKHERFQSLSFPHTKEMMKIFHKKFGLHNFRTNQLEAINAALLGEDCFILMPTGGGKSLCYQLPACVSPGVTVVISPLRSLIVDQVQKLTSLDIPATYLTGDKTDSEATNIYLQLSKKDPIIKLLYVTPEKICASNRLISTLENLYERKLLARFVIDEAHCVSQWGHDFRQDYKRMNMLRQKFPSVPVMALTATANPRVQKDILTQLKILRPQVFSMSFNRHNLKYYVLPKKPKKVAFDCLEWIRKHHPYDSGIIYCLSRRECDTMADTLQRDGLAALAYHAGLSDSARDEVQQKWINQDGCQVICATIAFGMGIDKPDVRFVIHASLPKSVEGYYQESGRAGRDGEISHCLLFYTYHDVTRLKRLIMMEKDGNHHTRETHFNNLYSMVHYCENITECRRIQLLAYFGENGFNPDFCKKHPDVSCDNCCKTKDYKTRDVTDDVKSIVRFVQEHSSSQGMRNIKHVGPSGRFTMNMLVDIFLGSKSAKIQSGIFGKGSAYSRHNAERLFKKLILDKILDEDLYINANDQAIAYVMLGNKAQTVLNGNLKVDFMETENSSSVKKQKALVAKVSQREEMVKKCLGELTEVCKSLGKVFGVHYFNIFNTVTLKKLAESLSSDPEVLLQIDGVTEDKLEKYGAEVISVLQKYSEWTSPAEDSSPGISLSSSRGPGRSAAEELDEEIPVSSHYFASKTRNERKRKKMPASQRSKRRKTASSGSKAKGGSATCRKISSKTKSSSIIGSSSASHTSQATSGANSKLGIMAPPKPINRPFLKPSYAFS
# POLK inh: qHTS for Inhibitors of Polymerase Kappa; purified Pol kappa, fluorescent DNA synthesis assay, 10 min; DNA polymerase kappa (Homo sapiens), Q9UBT6; Potency, µM (series often up to 107 µM), for the others: at the highest dose activity, negative = inhibition, usual class: inhibitors; actives 0.53% (n = 400,000); further: potency means the concentration at half of the fitted maximal effect; on the % scale 0 is the no-effect control and ±100 the full control effect
#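 Enzyme at 10 nM met test compounds for 15 min at room temperature. Substrate addition (50 nM final) began the reaction, which was monitored by fluorescence at 0 and 10 min.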
# APEX1 inh: qHTS Assay for Inhibitors of the Human Apurinic/apyrimidinic Endonuclease 1 (APE1); recombinant APE1, TAMRA/BHQ-2 abasic DNA cleavage fluorescence; Potency, µM (doses to about 65.8 µM), inactives show at the highest dose activity change, negative = inhibition, actives largely listed as inhibitors; AID 2517, 2012; actives 0.35% (n = 350,000); DNA repair nuclease/redox regulator APEX1 (Homo sapiens), P27695;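 further: potency means the concentration at half of the fitted maximal effect; plate controls were vehicle for no effect and reference inhibitor for full effect; nearly all actives have a fitted effect of over 55% in size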
#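 APE1 at 0.75 nM preincubated 15 min at room temperature with compound. Reaction then started with 50 nM double-stranded THF-abasic substrate labelled with TAMRA/BHQ-2, and 525/598 nm fluorescence read kinetically. Activity taken as third-minus-first read difference, normalized to DMSO and NSC13755 controls.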
# ERG Ets-DNA blk: qHTS for Small Molecule Inhibitors of the ERG Ets/DNA interaction; fluorescence polarization, His-ERG Ets domain / labelled DNA; Potency, µM (doses to about 76.9 µM), for the others: at the top dose FP activity, negative = inhibition, usual class: inhibitors; actives 0.028% (n = 370,000); AID 624246, 2012; active means well fitted inhibition curve with a large enough effect in the polarisation, with a control signal flat; inconclusive means small, poorly fitted or top-dose-only effect, or effect the other way, or a change in a side signal; inactive means no such curve, though single readings can be large or run the other way; the % refers to the polarisation;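 further: polarization taken with two DNA probes labelled with fluorescein and Texas red; potency means the concentration at half of the fitted maximal effect; % of control where 0% means no effect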
#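 His-tagged ERG Ets domain (1 uM in the protein solution; 300mM KCl, 50mM Tris-HCl, 1mM EDTA, 1mM DTT, pH 7.5) received compound, then a probe mix of 5 nM fluorescein-DNA and 100nM Texas-615-DNA. Fluorescence polarization was read for both dyes.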
# POLI inh: qHTS for Inhibitors of Polymerase Iota | Pol iota fluorescent replication assay, 10 min | DNA polymerase iota (Homo sapiens), Q9UNA4 | AID 588590, 2011 | Potency, µM (highest dose often 115 µM), without a hit: at the highest dose activity, negative = inhibition, actives largely listed as inhibitors | actives 1% (n = 390,000); further: potency means the concentration at half of the fitted maximal effect
#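 Fluorescent replication assay read twice, at 0 min and 10 min after adding 50 nM (final) substrate. Enzyme (10 nM) and compounds were first incubated 15 min at room temperature; enzyme-free buffer wells were negative controls.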
# TRHR agonist: qHTS for Small Molecule Agonists and Allosteric Enhancers of Human TRH Receptor: Primary Screen for Agonists. Thyrotropin-releasing hormone receptor (Homo sapiens), P34981. TRHR cells, calcium flux fluo-8, FDSS agonist mode. activation, % at 2 µM. actives 0.18% (n = 360,000); in the data active means activation above about 30%; further: 0% is about no effect
#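 Steps: seed TRHR cells overnight; add fluo-8 no-wash Ca dye, RT 30 min–1.5 h; record 10 s baseline; pin-transfer compounds; monitor fluorescence 1 cycle/s for the agonist window. Calcium increases flag candidate agonists.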
# POLB inh: qHTS Assay for Inhibitors of DNA Polymerase Beta. Potency, µM (highest dose often 114 µM), for inactives: at the highest dose activity change, negative = inhibition, most hits filed as inhibitors. actives 1.3% (n = 340,000). Pol beta primer extension/strand displacement, fluorescence kinetic. P06746; further: potency means the concentration at half of the fitted maximal effect; on the % scale 0 is the no-effect control and ±100 the full control effect
#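 Enzyme-only controls used 10 nM Pol beta; buffer lacking enzyme served as negative control. Compound preincubated 15 min, then 50 nM substrate added; 0 and 10 min reads at room temperature.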
# ALOX12 inh: Primary qHTS assay for inhibitors of human arachidonate 12S-lipoxygenase (ALOX12): Round 2; AID 1671190, 2021; purified 12hLO, xylenol orange hydroperoxide absorbance; Potency, µM (series often up to 108 µM), inactives show at the highest dose activity change, negative = inhibition, most hits filed as inhibitors; actives 1.1% (n = 580,000); further: potency means the concentration at half of the fitted maximal effect; on the % scale 0 is the no-effect control and ±100 the full control effect
#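 Hydroperoxide product was detected by ferrous iron/xylenol orange as the 573 to 405 nm absorbance ratio. Arachidonic acid at 40 uM (final) was turned over for 30 min at room temperature by 150 nM human 12hLO, pH 7.0 Hepes buffer, after 15 min compound preincubation.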
# * = called active by the depositor; ? = inconclusive; . = not tested or not shown; & = joins results of further samples; [ ] = remark or other dose. Unless noted, the call rests on the fitted dose curve; in most records, active means well fitted curve in the direction sought with a large enough effect; inconclusive means small, poorly fitted or top-dose-only effect, or another doubt; inactive means no such curve, though single readings can be large; an effect the other way counts as inactive or inconclusive.
SMILES	Anesthetic bind	BLM inh	POLK inh	APEX1 inh	ERG Ets-DNA blk	POLI inh	TRHR agonist	POLB inh	ALOX12 inh
O=C(NC1CC2CCCC(C1)N2C(=O)Nc1ccccc1)c1ccncc1 (centres undefined)	-12.5%	-4.0%	1.3%	0.2%	2.5%	12.8%	0.0	-2.2%	-24.4%
CCOc1ccc(CNC(=O)c2ccc(CS(=O)c3ccccc3)o2)cc1 (centres undefined)	-2.4%	0.7%	-14.9%	.	-9.0%	9.9%	-1.3	29.8%	-13.7%
COc1ccc(/C=N/NC(=O)c2cc[n+]([O-])cc2)cc1OC	2.8%	-2.8%	-1.7%	-3.7%	-0.7%	24.6%	0.4	9.3%	.
Clc1ccc(CSc2nnc(CN3CCOCC3)n2-c2ccccc2)cc1Cl	?	0.5%	0.6%	-0.6%	-10.7%	2.9%	1.3	3.3%	?
CCCCCn1nc(C(=O)OCc2nnc(-c3ccccc3)o2)c2ccccc2c1=O	.	.	-16.2%	-10.5%	-5.3%	12.5%	0.0	.	-14.9%&-13.2%
O=C(CN1C(=O)/C(=C\c2ccccc2Cl)Oc2ccccc21)NCc1cccnc1	1.7%	-15.9%	-3.9%	4.3%	3.7%	?	0.0	-0.6%	0.5%
O=C(COC(=O)c1ccc(S(=O)(=O)N2CCCC2)cc1)NCCc1ccc(F)cc1	.	.	-5.9%	-7.8%	4.8%	33.2%[activator]	.	.	-14.6%
COc1ccc(C(=O)N(Cc2sccc2C)C2CCS(=O)(=O)C2)cc1Cl (centres undefined)	4.0%	0.4%	14.2%	.	-2.3%	21.0%	0.4	19.9%	1.8%&-15.1%
CC(C)n1c(N)c(C#N)c2ccc([N+](=O)[O-])cc2c1=O	-3.4%	-3.6%	-12.0%	2.2%	-5.6%	28.6%	4.3	12.2%	-14.7%
C#CCOCCOCCOCCNc1nc(N2CCN(C(=O)[C@H](Cc3cc4ccccc4[nH]3)n3cc([C@@H](N)C(C)CC)nn3)CC2)nc(N2CCN(C(=O)[C@H](Cc3cc4ccccc4[nH]3)n3cc([C@@H](N)Cc4ccc(O)cc4)nn3)CC2)n1 (some centres undefined)	3.6%	-26.4%	.	-4.5%	.	.	-0.6	82.7%	.
CC(C)c1ccc(NS(=O)(=O)c2cc(Br)cc3c2N(C(=O)C2CC2)CC3)cc1	-9.5%	-10.2%	-6.8%	.	-9.7%	8.2%	0.0	18.2%	-6.2%
CC(C)OC(=O)NC(C)(C)COC(=O)Nc1cccc(Cl)c1	2.1%	-7.8%	-0.2%	-3.9%	1.2%	7.3%	-0.6	-18.7%	0.0%
Cc1cc(C)c(NC(=O)COC(=O)C2CCN(c3ccc(C(F)(F)F)cn3)CC2)c(Cl)c1	.	.	-7.3%	-16.7%	20.6%	20.5%	-0.1	.	?
CCOc1ccc(C(=O)Nc2cc(C)ccn2)cc1	-5.6%	-10.7%	3.2%	2.1%	0.0%	92.8%[activator]	0.1	30.3%	?
Cc1ccc2c(c1)C(=O)OC(C(=O)Nc1ncc(Cc3ccc(Cl)cc3)s1)C2 (centres undefined)	-2.2%	-1.4%	-8.8%	.	10.3%	13.9%	0.1	-3.6%	-8.2%
CCOc1ccc(C(=O)N2CCCC(c3nc(-c4cccs4)no3)C2)cc1 (centres undefined)	0.7%	-4.0%	-1.4%	-4.4%	4.7%	6.3%	-0.3	-1.5%	17.5%
O=C(COC(=O)Cn1cnc2ccccc21)Nc1ccc(OC(F)F)cc1	.	.	-7.5%	9.4%	3.7%	-13.3%	.	.	193.2%[activator]
CCN(CC)C(=O)CSc1nc2ccccc2c(=O)n1CC1CCCCC1	-0.1%	-8.5%	2.2%	-1.3%	-7.6%	-4.3%	0.8	-3.1%	242.2%[activator]
COc1ccc(CCNC(=O)CSc2n[nH]c(N)n2)cc1	-4.5%	-3.4%	-10.4%	42.2%	?	-6.9%	0.0	0.4%	-0.2%
Cc1ccc(-c2noc(CCC(=O)NC3CC3)n2)cc1	1.1%	0.8%	-9.1%	59.5%[activator]	10.6%	27.9%	0.0	1.1%	-15.9%
CCCCOC(=O)/C=C\C(=O)OCCCC	4.1%	3.6%	12.0%	-0.9%	6.6%	36.0%[activator]	-0.7	1.8%	-9.0%
CCOC(=O)N1CCC(NC(=O)c2cc3c(-c4ccc(Cl)cc4)nn(C)c3s2)CC1	11.9%	3.7%	2.3%	12.4%	-3.2%	29.8%	-0.3	11.6%	-1.4%
CCOC(=O)C1=C(N)Oc2cc(C)n(CCc3ccc(OC)c(OC)c3)c(=O)c2C1c1cccnc1 (centres undefined)	-8.0%	0.3%	2.9%	18.4%	3.2%	-6.5%	0.3	0.8%	3.4%
O=C(Nc1ccc(Br)cc1)c1cccc(N2C(=O)C3CCCCC3C2=O)c1 (centres undefined)	-3.3%	-8.8%	-5.3%	4.3%	21.4%	26.5%	-0.1	-10.2%	-15.9%
CN(CC(=O)Nc1ccc(F)c(F)c1F)C(=O)CCN1C(=O)C2CCCCC2C1=O (centres undefined)	.	.	-8.1%	9.2%	.	25.6%	-0.1	.	-20.4%
CN(CC(=O)Nc1c(Cl)cccc1Cl)C(=O)c1ccncc1	-2.1%	-1.9%	-2.7%	8.0%	2.5%	45.4%[activator]	0.2	3.3%	5.2%
Cc1c(C)c2cc(Cl)c(O)c(CN(C)C)c2oc1=O	.	0.0%	-8.1%	-4.4%	-4.2%	0.2%	0.3	5.6%	-16.9%
COC(=O)c1cccc(Cn2nnc3ccccc3c2=O)c1	-2.8%	0.3%	-9.4%	-0.3%	10.0%	11.7%	-0.2	6.0%	-27.6%

# Whole records, looked up by structure:
# CN(CC(=O)Nc1c(Cl)cccc1Cl)C(=O)c1ccncc1 as listed: Anesthetic bind: -2.1%; BLM inh: -1.9%; POLK inh: -2.7%; APEX1 inh: 8.0%; ERG Ets-DNA blk: 2.5%; POLI inh: 45.4%[activator]; TRHR agonist: 0.2; POLB inh: 3.3%; ALOX12 inh: 5.2%
# CCOc1ccc(CNC(=O)c2ccc(CS(=O)c3ccccc3)o2)cc1 (centres undefined) as listed: Anesthetic bind: -2.4%; BLM inh: 0.7%; POLK inh: -14.9%; APEX1 inh: .; ERG Ets-DNA blk: -9.0%; POLI inh: 9.9%; TRHR agonist: -1.3; POLB inh: 29.8%; ALOX12 inh: -13.7%
# CCOC(=O)N1CCC(NC(=O)c2cc3c(-c4ccc(Cl)cc4)nn(C)c3s2)CC1 as listed: Anesthetic bind: 11.9%; BLM inh: 3.7%; POLK inh: 2.3%; APEX1 inh: 12.4%; ERG Ets-DNA blk: -3.2%; POLI inh: 29.8%; TRHR agonist: -0.3; POLB inh: 11.6%; ALOX12 inh: -1.4%

# Fetched one by one from the list above, three records:
SMILES	Anesthetic bind	BLM inh	POLK inh	APEX1 inh	ERG Ets-DNA blk	POLI inh	TRHR agonist	POLB inh	ALOX12 inh
CCOc1ccc(C(=O)N2CCCC(c3nc(-c4cccs4)no3)C2)cc1 (centres undefined)	0.7%	-4.0%	-1.4%	-4.4%	4.7%	6.3%	-0.3	-1.5%	17.5%
CC(C)c1ccc(NS(=O)(=O)c2cc(Br)cc3c2N(C(=O)C2CC2)CC3)cc1	-9.5%	-10.2%	-6.8%	.	-9.7%	8.2%	0.0	18.2%	-6.2%
CCCCCn1nc(C(=O)OCc2nnc(-c3ccccc3)o2)c2ccccc2c1=O	.	.	-16.2%	-10.5%	-5.3%	12.5%	0.0	.	-14.9%&-13.2%

# Not all compounds are listed; rates above refer to the full screens.
